# Screening results as filed in PubChem.
# CRFBP-R2 block: CRF-BP/CRF-R2 complex antagonism; AID 588475; inhibition, % at 11.8 µM; 0.59% of 350,000 active; HEK293 CRF-R2/CRF-BP, CRF-induced calcium fluorescence;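 active = inhibition of the ligand-induced calcium signal above about 50% at the single tested concentration, limit read from the data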
# CHRM4 antagonist: blocks acetylcholine activation of human M4 receptor | AID 624125 | CHO-hM4 cells, ACh EC80, Fluo-8 calcium fluorescence | inhibition, % at 3 µM | 0.73% of 360,000 active | P08173;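 active = inhibition above its plate's cutoff, the mean inhibition of sample wells plus 3 SD, cut at about 27% in these data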;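 note: 0% = acetylcholine EC80 with DMSO and 100% = DMSO without agonist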
# Target sequence (P08173 whole entry, looked up): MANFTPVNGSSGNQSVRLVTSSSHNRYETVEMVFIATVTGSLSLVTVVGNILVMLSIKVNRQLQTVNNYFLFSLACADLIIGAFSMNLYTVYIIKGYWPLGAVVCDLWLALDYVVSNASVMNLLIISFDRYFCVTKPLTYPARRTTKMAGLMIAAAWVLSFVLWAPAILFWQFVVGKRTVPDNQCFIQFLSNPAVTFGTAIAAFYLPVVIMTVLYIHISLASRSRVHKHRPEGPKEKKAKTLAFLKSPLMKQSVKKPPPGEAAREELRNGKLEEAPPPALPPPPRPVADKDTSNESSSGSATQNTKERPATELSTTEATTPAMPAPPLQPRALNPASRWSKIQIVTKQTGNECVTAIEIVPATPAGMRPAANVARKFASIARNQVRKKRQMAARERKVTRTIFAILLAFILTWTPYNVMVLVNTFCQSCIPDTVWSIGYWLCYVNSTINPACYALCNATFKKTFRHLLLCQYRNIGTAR
# CHRM5 PAM: positive allosteric modulators of human muscarinic M5 receptor; activation, % at 3 µM; 0.3% of 360,000 active; AID 624038; P08912; CHO-K1 hM5, Fluo-8 calcium, ACh EC20 PAM; 0% = ACh EC20, 100% = ACh EC100;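 active = activation above the run cutoff, the mean activation of all test compounds plus 3 SD, cut at about 18% in these data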
#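 Probe or stimulus: acetylcholine, EC20 level; Assay system: human M5 receptor in CHO-K1 cells; Schedule: compound preincubation 140 s before EC20 acetylcholine addition; Technique: intracellular calcium via Fluo-8 fluorescence; Dosing: single-point, 3 µM nominal; Read-out basis: percent activation from peak-over-basal fluorescence ratio, scaled EC20-to-EC100 acetylcholine; Repeats: one well per compound, no replicates.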
# M1 PAM: positive allosteric modulators of human M1 muscarinic receptor; CHO-K1 hM1, Fluo-8 calcium fluorescence, ACh EC20; 0% = ACh EC20, 100% = maximal ACh; activation, % at 3 µM; 0.088% of 360,000 active; AID 588819; in the data active = activation above about 19%, passing the limit was not always enough
# Target sequence (P11229 whole entry, looked up): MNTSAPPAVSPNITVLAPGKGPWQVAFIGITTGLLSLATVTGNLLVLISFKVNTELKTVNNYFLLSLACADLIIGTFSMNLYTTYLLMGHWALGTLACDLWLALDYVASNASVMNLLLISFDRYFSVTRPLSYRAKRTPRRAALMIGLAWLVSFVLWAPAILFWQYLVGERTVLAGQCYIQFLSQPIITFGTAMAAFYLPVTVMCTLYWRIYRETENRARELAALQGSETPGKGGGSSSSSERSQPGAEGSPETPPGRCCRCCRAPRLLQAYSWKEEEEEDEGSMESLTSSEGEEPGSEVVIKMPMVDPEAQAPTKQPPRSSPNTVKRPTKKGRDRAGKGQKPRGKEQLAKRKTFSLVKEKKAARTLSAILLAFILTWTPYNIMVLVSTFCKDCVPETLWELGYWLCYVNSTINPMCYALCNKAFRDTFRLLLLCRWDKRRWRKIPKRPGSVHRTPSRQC
# CHRM4 PAM: CHRM4 positive allosteric modulation; P08173; CHO-K1 hM4/Gqi5, Fluo-8 calcium fluorescence, ACh EC20; 0% = ACh EC20, 100% = maximal ACh; 0.4% of 360,000 active; activation, % at 3 µM;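 active = activation above its plate's cutoff, the mean activation of sample wells plus 3 SD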; note: some results filed as inactive read as strong as hits
# CHRM4 agonist: CHRM4 agonism in calcium assay. P08173. CHO-K1 hM4/Gqi5, Fluo-8 calcium fluorescence; vehicle 0%, full acetylcholine response 100%. activation, % at 3 µM. 0.14% of 360,000 active. AID 624127;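 active = activation above the run mean over all test wells plus 3 SD, cut at about 32% in these data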;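 note: peak over basal fluorescence ratio per well then scaled between controls; 0% = DMSO wells and 100% = acetylcholine at EC100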
# CHRM5 agonist: CHRM5 agonism in calcium assay. 0.19% of 360,000 active. CHO-K1 hM5 cells, Fluo-8 calcium fluorescence; 0% DMSO wells, 100% maximal acetylcholine response. P08912. activation, % at 3 µM;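 active = activation above the run's mean over test compounds plus 3 SD, cut at about 23% in these data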;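 note: signal is peak over basal fluorescence ratio across the kinetic read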
# M5 antag: blocks acetylcholine activation of human M5 receptor; inhibition, % at 3 µM; CHO-hM5 cells, Fluo-8 calcium fluorescence, ACh EC80; 0.59% of 360,000 active; AID 624040; P08912;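 active = inhibition above a per-plate cutoff, the mean of that plate's test compounds plus 3 SD, cut at about 27% in these data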;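 note: 0% = acetylcholine EC80 with DMSO and 100% = DMSO without agonist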
# CRFBP-R2 agonist: agonists of human CRF-binding protein/CRF-R2 receptor complex. 0.46% of 350,000 active. AID 588473. activation, % at 13.2 µM. HEK293 CRF-R2/CRF-BP, calcium dye fluorescence (FLIPR); percent of saturating CRF peptide response;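 active = activation of at least 50%, plus an integration ratio under a set limit after plate pattern correction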;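 note: plate controls were neutral control wells without compound for no effect and CRF at EC100 for full effect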
# Active calls of the source: *; . = no result given.
mol | CHRM4 antagonist | M5 antag | CRFBP-R2 block | CHRM5 PAM | M1 PAM | CHRM4 agonist | CRFBP-R2 agonist | CHRM4 PAM | CHRM5 agonist
CCN(C(=O)COC(=O)CNC(=O)c1cccs1)c1c(N)n(Cc2ccccc2)c(=O)[nH]c1=O | 3 | 5 | 1 | 2 | 9 | 2 | -0.1 | 7 | 4
Cn1nc(NC(=O)CC(C)(C)CC(=O)O)c2ccccc21 | 4 | 10 | 5 | -6 | 9 | 1 | 0.9 | -2 | -4
N/C(CC(=O)Nc1ccc(F)c(Cl)c1)=N\OC(=O)c1cccs1 | 12 | 20 | 19 | -18 | -7 | 16 | 1.0 | -25 | -3
CC(=O)Nc1ccc(S(=O)(=O)NNC(=O)CCC(=O)Nc2cc(C)ccc2C)cc1 | -7 | 9 | 18 | -4 | 9 | 2 | 1.4 | 8 | 0
CC1(C(=O)NCCc2ccccc2)Cc2c(-c3cccc(C(F)(F)F)c3)ccnc2O1 (stereo not drawn) | -4 | -5 | . | 4 | 11 | 0 | . | -1 | -2
CN(CC(=O)Nc1cccc(F)c1)C(=O)c1cccnc1Sc1ccc(Cl)cc1 | -3 | 9 | -3 | -1 | 1 | 3 | -1.4 | -1 | 2
COc1cc([N+](=O)[O-])c(OC)cc1SCc1n[nH]c(=S)n1-c1ccc(F)cc1 | -6 | 1 | -8 | 8 | 9 | 2 | -1.1 | -12 | 5
CCOc1ccc(NC(=O)C2=C(C)NC(=S)NC2c2ccc(O)c(OC)c2)cc1 (stereo not drawn) | 2 | 7 | -16 | -2 | 0 | 0 | -0.8 | -6 | 3
CCc1cccc(NC(=O)CCNC(=O)Cn2ccc3ccccc3c2=O)c1 | -5 | 6 | -8 | -2 | 10 | 2 | -0.4 | 1 | 0
S=c1[nH]nc2sc3ccccc3n12 | 1 | 3 | 19 | -3 | 9 | 0 | -3.2 | 0 | 1
CNS(=O)(=O)c1cccc(C(=O)OCC(=O)NCc2ccccc2)c1 | -6 | -7 | -6 | 4 | 6 | 2 | 1.0 | 5 | 2
O=C(CNc1cc(S(=O)(=O)N2CCOCC2)ccc1NCC1CCCO1)Nc1ccc(C(F)(F)F)cc1 (stereo not drawn) | -4 | 1 | 15 | 5 | 9 | 3 | -1.1 | -1 | 1
CCCCC(=O)Nc1ccc(NC(=O)c2cccnc2)cn1 | 1 | -2 | -2 | 4 | 7 | 1 | -0.2 | 0 | -5
OC(CNCCc1ccccc1)COc1ccc(OCC(O)CNCCc2ccccc2)cc1 (stereo not drawn) | 15 | 3 | -26 | -1 | -4 | 3 | 0.1 | -7 | -18
O=C(NNc1cc(N2CCOCC2)nc(N2CCOCC2)n1)c1ccc(Cl)c(Cl)c1 | 2 | 7 | -2 | -1 | 3 | 1 | -1.2 | -6 | -4
O=C(O)c1ccc(-c2ccc(/C=N/Nc3ccc([N+](=O)[O-])cc3)o2)cc1 | 19 | 28* | -121 | -13 | 2 | 24 | 155* | -14 | 55*
CC(C)(C)NC(=O)C(c1cccs1)N(Cc1cccs1)C(=O)c1ccc(CN2CCOCC2)o1 (stereo not drawn) | -10 | -12 | -8 | 8 | 7 | 2 | 1.2 | 2 | -1
CN(C(=O)c1ccno1)c1nnc(-c2cnccn2)s1 | 1 | 2 | -22 | -2 | 1 | 0 | -2.0 | -5 | 1
COc1cc(OC)c(NC(=O)[C@@H]2CCC(=O)N2C2OC(=O)c3c2ccc(OC)c3OC)cc1Cl (stereo partly drawn) | -7 | 10 | -1 | -6 | 4 | 1 | 1.6 | 5 | 0
Cc1ccnc(SCCn2c(N3CCN(Cc4ccccc4)CC3)nc3c2c(=O)[nH]c(=O)n3C)n1 | -14 | 1 | -4 | -5 | 5 | 3 | -1.2 | 5 | -1

# Record cards, from the list above. Screens in order: CHRM4 antagonist	M5 antag	CRFBP-R2 block	CHRM5 PAM	M1 PAM	CHRM4 agonist	CRFBP-R2 agonist	CHRM4 PAM	CHRM5 agonist
# `CCCCC(=O)Nc1ccc(NC(=O)c2cccnc2)cn1` in the list: 1	-2	-2	4	7	1	-0.2	0	-5
# `CC(C)(C)NC(=O)C(c1cccs1)N(Cc1cccs1)C(=O)c1ccc(CN2CCOCC2)o1` (stereo not drawn) in the list: -10	-12	-8	8	7	2	1.2	2	-1

# Next part
mol | CHRM4 antagonist | M5 antag | CRFBP-R2 block | CHRM5 PAM | M1 PAM | CHRM4 agonist | CRFBP-R2 agonist | CHRM4 PAM | CHRM5 agonist
Cc1sc(NC(=O)CSc2nnc(COc3ccc(Cl)cc3)n2C)c(C#N)c1C | -10 | -3 | 7 | -6 | 3 | 0 | -2.6 | 1 | -1
O=C(COc1ccc(Br)cc1Br)NC(=S)Nc1cccc(CO)c1 | 5 | 5 | 1 | -2 | -1 | 1 | 2.9 | -2 | 0
CCOc1cc(C(=O)NC2=NCCS2)cc(OCC)c1OCC | 2 | 0 | 4 | -5 | 4 | 1 | -1.3 | -4 | -4
COc1ccc2c(c1)C(c1ccc(C)o1)=NNC(c1cccnc1)=N2 | -13 | -10 | 17 | 2 | 10 | 1 | -7.0 | 11 | -1
CN(C)S(=O)(=O)c1ccc2c(c1)Cc1cc(S(=O)(=O)N(C)C)ccc1-2 | -1 | -1 | 5 | -1 | 0 | 0 | -0.9 | -1 | -1
CCOC(=O)N1CCN(C(c2cccc(OC)c2)c2sc3nc(C)nn3c2O)CC1 (stereo not drawn) | 0 | -1 | 3 | -3 | 1 | -1 | 0.2 | -1 | -2
Nc1cc(=O)nc(SCC(=O)Nc2ccccc2Cl)n1-c1ccccc1 | -9 | 0 | -18 | -1 | 8 | 1 | 1.2 | 2 | -2
CC(C)CNC(=S)N(CCN(C)C)Cc1cc2cc3c(cc2[nH]c1=O)OCCO3 | 12 | 7 | -7 | 5 | 2 | 0 | 0.4 | 2 | 2
Cc1ccc(-c2nc(CCN3C(=O)c4ccccc4C3=O)cs2)cc1 | 1 | 1 | -1 | -1 | -2 | 0 | -0.8 | -3 | -1
COc1ccc(N(CC(=O)Nc2cccc(C)c2)S(=O)(=O)c2c(C)noc2C)cc1 | -4 | 7 | -5 | -5 | -5 | 8 | -0.3 | -6 | -5
O=C1CCCN2N=C(SCC(=O)Nc3cccc(Cl)c3)SC2=N1 | -6 | 10 | -8 | -11 | -8 | 17 | 0.3 | -3 | 6
CCOC(=O)c1nn(-c2ccc(F)cc2)c(=O)c2c(N)scc12 | -4 | 0 | -4 | 3 | 17 | 0 | -3.6 | -1 | 3
O=C(Nc1ccc(SC(F)F)cc1)c1ccccc1F | -3 | 0 | 6 | 2 | 2 | 1 | -1.3 | 0 | -4
CC(=O)OCCOc1nc(NC(C)C)nc(NC(C)C)n1 | 11 | -4 | 3 | 2 | 3 | 0 | -1.5 | -1 | -1
Cc1c(CC(=O)O)c(=O)oc2cc3occ(-c4ccccc4)c3cc12 | 2 | 9 | -4 | -5 | 13 | 2 | -7.6 | 3 | 0
COC(=O)CSc1n[nH]c(-c2ccncc2)n1 | 10 | 3 | -11 | -7 | 6 | 0 | 4.6 | -4 | 1
Cc1nn(Cc2ccc(F)cc2)c(Cl)c1/C=N/NC(=O)c1ccccc1 | -5 | 9 | -8 | -1 | 4 | 7 | -2.0 | -1 | -3
COc1ccc(CCN2CC(C(=O)NCCN3CCNC3=O)CCC2=O)cc1 (stereo not drawn) | 1 | -6 | 12 | -1 | 8 | 1 | -0.1 | 2 | -3
CCC1COC(c2cccn2Cc2ccccc2Cl)=N1 (stereo not drawn) | -3 | 2 | 0 | -7 | -1 | 1 | 1.8 | -6 | -11
CCn1cc(C(=O)N2CCCCC2)c(=O)c2cc(S(=O)(=O)N3CCC(C)CC3)ccc21 | 8 | 2 | 8 | -5 | 3 | -1 | -1.8 | -1 | -1
Cc1ccc(S(=O)(=O)NNC(=O)Nc2ccc(Cl)cc2)cc1 | 0 | 5 | -25 | -8 | -2 | 4 | -1.5 | -1 | -3
Cn1c(=O)c2cc(S(=O)(=O)NCCC(=O)NCCc3ccc(Cl)cc3)ccc2n(C)c1=O | -15 | -6 | -19 | 0 | 16 | 3 | 1.8 | 8 | -2
COC(=O)CSC1=C(C#N)C(=O)NC(c2ccccc2)S1 (stereo not drawn) | -3 | -6 | -5 | 18 | 9 | -1 | 0.2 | 8 | -4
Cc1ccc2[nH]c(C)c(CCNC(=O)C3CCCCC3C(=O)OCC(F)(F)F)c2c1 (stereo not drawn) | 2 | 15 | -8 | -9 | 9 | 0 | 0.6 | 5 | -3
COc1ccc([C@H]2C[C@@H](O)[C@H](n3cc(C4CC4)nn3)CN2C(=O)c2cccs2)cc1 | -24 | 0 | -12 | -2 | 2 | 2 | 0.2 | 3 | 1
O=C(NCc1cccnc1)c1cccc(S(=O)(=O)NCc2ccccc2)c1 | -12 | 14 | 1 | 1 | 10 | 1 | -0.2 | 0 | 0
Cc1c(NC(=O)CN2C(=O)c3ccccc3C2=O)c(=O)n(-c2ccccc2)n1C | -2 | -3 | 9 | 6 | 10 | 1 | 0.0 | 7 | -2
O=C(Nc1cc2c(cc1Cl)OCCCO2)c1ccccc1 | 5 | 2 | -6 | -5 | -4 | 1 | -1.2 | -8 | -3
O=C(CSc1nc2ccc(Cl)cc2[nH]1)c1ccc2c(c1)OCO2 | 9 | 5 | 15 | -4 | -7 | 1 | -1.4 | -8 | 5
COC(=O)c1ccc(NC(=S)NC2CCCCC2)cc1 | -6 | 1 | -40 | -8 | -4 | 11 | 34 | -4 | 7

# In the list so far, these contain an NH in an aromatic ring.
mol | CHRM4 antagonist | M5 antag | CRFBP-R2 block | CHRM5 PAM | M1 PAM | CHRM4 agonist | CRFBP-R2 agonist | CHRM4 PAM | CHRM5 agonist
CCN(C(=O)COC(=O)CNC(=O)c1cccs1)c1c(N)n(Cc2ccccc2)c(=O)[nH]c1=O | 3 | 5 | 1 | 2 | 9 | 2 | -0.1 | 7 | 4
COc1cc([N+](=O)[O-])c(OC)cc1SCc1n[nH]c(=S)n1-c1ccc(F)cc1 | -6 | 1 | -8 | 8 | 9 | 2 | -1.1 | -12 | 5
S=c1[nH]nc2sc3ccccc3n12 | 1 | 3 | 19 | -3 | 9 | 0 | -3.2 | 0 | 1
Cc1ccnc(SCCn2c(N3CCN(Cc4ccccc4)CC3)nc3c2c(=O)[nH]c(=O)n3C)n1 | -14 | 1 | -4 | -5 | 5 | 3 | -1.2 | 5 | -1
CC(C)CNC(=S)N(CCN(C)C)Cc1cc2cc3c(cc2[nH]c1=O)OCCO3 | 12 | 7 | -7 | 5 | 2 | 0 | 0.4 | 2 | 2
COC(=O)CSc1n[nH]c(-c2ccncc2)n1 | 10 | 3 | -11 | -7 | 6 | 0 | 4.6 | -4 | 1
Cc1ccc2[nH]c(C)c(CCNC(=O)C3CCCCC3C(=O)OCC(F)(F)F)c2c1 (stereo not drawn) | 2 | 15 | -8 | -9 | 9 | 0 | 0.6 | 5 | -3
O=C(CSc1nc2ccc(Cl)cc2[nH]1)c1ccc2c(c1)OCO2 | 9 | 5 | 15 | -4 | -7 | 1 | -1.4 | -8 | 5
